From PubChem
NCOA1 inh = inhibits human SRC1 coactivator. inhibition, % at 3.6 µM. Q15788. HEK293 GAL4-SRC1 luciferase reporter, luminescence. 360,000 tested, 0.12% active. AID 588354;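 active = inhibition above the campaign mean plus 3 SD, with each screening campaign given its own cutoff, cut at about 60% in these data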;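 note: 0% = DMSO treated cells and 100% = gossypol at 36 µM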
TWEAK-Fn14 inh = inhibitors of TWEAK-Fn14 interaction signaling; TWEAK-stimulated Fn14 reporter cells, luciferase luminescence, 8 h; inhibition, % at 10 µM; 360,000 tested, 2% active; in the data active = inhibition above about 50%
TRAIL sens C8 = caspase-8 TRAIL sensitization. NB7+C8 cells + TRAIL, ATPlite viability luminescence. inhibition (viability loss, TRAIL sensitization), % at 10 µM. 360,000 tested, 1% active. AID 624354;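 active = compounds causing at least 50% loss of cell viability in the single-dose screen, relative to plate controls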
SRC3 inh = inhibits human SRC3 coactivator; inhibition, % at 3.6 µM; HEK293 GAL4-SRC3 luciferase reporter, luminescence; Q9Y6Q9; 360,000 tested, 0.17% active;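 active = inhibition above a per-campaign cutoff, the mean of all compounds plus 3 SD, cut at about 60% in these data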;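 note: 0% = DMSO-treated cells and 100% = gossypol-treated cells at 36 µM; higher means less SRC3-driven luciferase light from the GAL4 reporter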
CF NFkB block = cystic fibrosis NF-kB activation inhibition; KKLEB NF-kB-GFP reporter, PAF-induced, GFP fluorescence overnight; inhibition, % at 5 µM; 360,000 tested, 0.86% active; AID 588850;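 active = at least 50% inhibition at 5 µM, scaled per plate between neutral and stimulator controls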;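 note: PAF is a Pseudomonas aeruginosa culture filtrate used as stimulus; plate controls were PAF-stimulated DMSO wells for no effect and unstimulated DMSO wells for full effect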
TROY signal inh = blocks TROY-dependent signaling in reporter cells. AID 1347056. 360,000 tested, 0.98% active. inhibition, % at 10 µM. Q293 LMP1-TROYcd NF-kB luciferase reporter, 4 h;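 active = compounds whose plate-normalised and pattern-corrected inhibition of the luciferase reporter signal at the single screening dose is 50% or more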
Shn3 3UTR inh = reduces Shn3 3'UTR luciferase signal in osteoblasts; Clone20 osteoblast Shn3 3'UTR firefly luciferase, 24 h; inhibition, % at 12.5 µM; 360,000 tested, 0.52% active;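 active = mean inhibition of at least 75% with every replicate also reaching 75%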;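 note: 0% = median of neutral control wells and 100% = pilot-screen positive control compound; some compounds past the cut are filed as inactive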
COUP-TFII inh = blocks human COUP-TFII nuclear receptor; P24468; HEK293T NGFI-A luciferase reporter, luminescence; inhibition, % at 8.6 µM; 370,000 tested, 0.7% active;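 active = inhibition above a per-plate cutoff, mean inhibition of test wells between control levels plus 3 SD, cut at about 38% in these data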;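 note: cells cotransfected with COUP-TFII expression vector driving the NGFI-A reporter; 0% = median of COUP-TF2 test wells and 100% = reporter-only cells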
Target sequence (P24468 whole entry, looked up): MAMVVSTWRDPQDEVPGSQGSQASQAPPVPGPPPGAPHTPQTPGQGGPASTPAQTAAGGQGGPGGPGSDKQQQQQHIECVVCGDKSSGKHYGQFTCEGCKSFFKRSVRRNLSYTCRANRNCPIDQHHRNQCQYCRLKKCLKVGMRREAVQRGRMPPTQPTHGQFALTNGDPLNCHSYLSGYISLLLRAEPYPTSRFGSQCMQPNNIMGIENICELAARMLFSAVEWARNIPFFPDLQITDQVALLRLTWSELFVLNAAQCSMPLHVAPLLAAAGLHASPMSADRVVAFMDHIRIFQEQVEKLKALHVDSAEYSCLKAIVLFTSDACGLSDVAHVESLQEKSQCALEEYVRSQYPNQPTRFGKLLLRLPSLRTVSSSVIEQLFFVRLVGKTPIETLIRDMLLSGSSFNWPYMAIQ
KKLEB tox = CF airway cell cytotoxicity counter-screen. KKLEB CF airway cells viability, ATPlite luminescence, overnight; active compounds read low; cells stimulated with P. aeruginosa culture filtrate. AID 602141. 360,000 tested, 0.36% active. activity change (cytotoxicity), % at 5 µM;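 active = corrected activity change at or below -50% at 5 µM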
EBV LMP1 NFkB = inhibitors of Epstein-Barr LMP1-induced NF-kappaB reporter | AID 504558 | 350,000 tested, 0.69% active | inhibition, % at 12.5 µM | LMP1-induced NF-kappaB luciferase reporter cells, luminescence; in the data active = inhibition above about 41%;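 note: 0% = neutral control wells and 100% = reference inhibitor control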
LRH-1 inv ag = inverse agonists of human LRH-1 (NR5A2); HEK293T StAR-luciferase reporter, LRH-1 transfected, 24 h; inhibition, % at 3.6 µM; 360,000 tested, 0.13% active; AID 602396;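 active = inhibition above the mean inhibition of all tested compounds plus 3 SD, cut at about 73% in these data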;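 note: 0% = DMSO wells and 100% = reporter-only cells lacking LRH-1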
Target sequence (O00482 whole entry, looked up): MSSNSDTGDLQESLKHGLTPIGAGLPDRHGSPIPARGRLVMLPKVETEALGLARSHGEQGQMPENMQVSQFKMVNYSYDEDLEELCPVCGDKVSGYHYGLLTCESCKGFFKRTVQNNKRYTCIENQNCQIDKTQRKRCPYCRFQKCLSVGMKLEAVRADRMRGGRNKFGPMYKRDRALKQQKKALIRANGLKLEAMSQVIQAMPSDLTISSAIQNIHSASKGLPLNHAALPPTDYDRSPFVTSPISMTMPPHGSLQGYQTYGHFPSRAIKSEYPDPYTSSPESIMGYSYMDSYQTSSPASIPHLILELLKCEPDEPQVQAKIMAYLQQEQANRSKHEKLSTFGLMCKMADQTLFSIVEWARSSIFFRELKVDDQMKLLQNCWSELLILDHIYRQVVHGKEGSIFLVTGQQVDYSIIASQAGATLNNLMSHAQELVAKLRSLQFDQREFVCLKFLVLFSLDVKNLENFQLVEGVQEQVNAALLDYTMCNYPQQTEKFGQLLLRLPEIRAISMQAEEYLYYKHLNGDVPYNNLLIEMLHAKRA
* marks the source's active call; other numbers are inactive results; / = not tested or not shown. Only part of the results is shown. The share of hits here may be higher or lower than overall.

SMILES	NCOA1 inh	TWEAK-Fn14 inh	TRAIL sens C8	SRC3 inh	CF NFkB block	TROY signal inh	Shn3 3UTR inh	COUP-TFII inh	KKLEB tox	EBV LMP1 NFkB	LRH-1 inv ag
COc1cccc(NC(=O)COC(=O)CNC(=O)C2CCCCC2)c1	-14	-10	3	-21	-2	22	-39	4	6	3	-20
O=C(CSc1n[nH]c(-c2cccnc2)n1)Nc1ccccc1	-2	0	-18	11	1	-10	-5	6	11	-2	7
O=C(NC(=S)NNC(=O)c1cnccn1)c1ccc(F)cc1	-8	1	43	19	7	-20	66	4	17	16	-10
CN(c1ccc(C(=O)Nc2ccc(CC#N)cc2)cc1)S(C)(=O)=O	-3	-4	3	-12	-10	-18	-11	11	6	-12	-11
O=C(c1ccc(-c2cc3ccccc3oc2=O)cc1)N1CCN(c2ccc(Cl)cc2[N+](=O)[O-])CC1	-14	26	2	11	-4	4	-18	-6	-21	6	-5
CCCn1c(SCC(=O)Nc2cc(S(=O)(=O)N(C)C)ccc2OC)n[nH]c1=O	-6	-2	-7	14	-3	15	16	20	3	-6	-3
CC1(C)Cc2cccc(OCC(=O)NC3CC3)c2O1	-9	6	-5	16	-2	1	0	-4	5	10	2
Cn1c(=O)c(=O)n(C)c2cc(S(=O)(=O)N3CCN(Cc4ccccc4)CC3)ccc21	13	1	-27	9	-3	-2	16	-11	-7	1	18
CCN(CC)C(=S)Nc1ccc(Cl)c(Cl)c1	11	-4	8	18	20	-3	25	10	-13	4	8
O=C(Cc1ccccc1)NC(=S)Nc1ccc(N2CCCCC2)cc1	4	-25	4	5	15	-3	-11	-3	-16	10	4
COc1cccc(NC(=O)CN(C)C(=O)CNC(=O)c2ccccc2F)c1	-35	3	7	-16	-2	-6	-2	-7	4	-7	-9
CCN(CC)c1ccc(NC(=O)COC(=O)CCC(=O)c2cccs2)cc1	2	-21	5	-11	5	-5	3	-18	4	0	-6
COc1ccc2nc(SCC(=O)c3ccco3)[nH]c2c1	-85	17	28	-64	4	-28	-98	5	0	-13	-100
CCN(CC)CCNc1nc2c(c(=O)[nH]c(=O)n2C)n1CCCc1ccccc1	-4	9	0	14	19	12	18	-4	-4	-9	-3
CCOC(=O)c1cc(CC)sc1/N=C/C1=C(O)CCCC1=O	-20	-8	-2	20	6	13	-30	14	1	7	-10
COc1ccccc1/C=C1\SC(=S)N(CCC(=O)Nc2cccc(O)c2)C1=O	-4	-1	12	-2	-6	11	0	8	4	-6	10
CC(C)CNC(=O)C1CC(=O)OC12CCCCC2 (stereo not drawn)	16	25	-22	27	-4	4	0	-3	12	3	14
Cc1ccc(OCC(=O)N/N=C/c2cccc3cccnc23)cc1	1	-11	2	17	7	-6	22	4	-1	4	0
COc1ccc(CCNC(=O)c2ccc(CNc3c(N4CCOCC4)c(=O)c3=O)cc2)cc1OC	-15	-16	3	7	1	2	-7	-17	7	13	-13
O=C(CSc1nc2ccccc2c(=O)n1CC1CCCO1)NCc1ccccc1 (stereo not drawn)	-4	41	-5	-13	8	-8	7	-18	-9	-9	6
CCOC(=O)C1CCCN(C(=O)c2cc(COc3ccc(C)nc3)on2)C1 (stereo not drawn)	-34	14	26	2	9	-36	-7	-2	-15	-5	-2
O=C(CCS(=O)(=O)c1cccc2nonc12)N1CC(=O)N(CCc2ccccc2)C(=O)C1	7	-10	-9	-35	0	-2	-4	3	1	6	-4
COc1ccc2c(c1OC)C(=O)N1N=C(c3ccc(-c4ccccc4)cc3)CC21 (stereo not drawn)	-4	36	-6	7	-22	24	22	3	10	16	-1
O=C(NCc1ccccn1)c1cc(Cl)ccc1OCc1ccccc1	-17	0	20	-19	17	-11	8	1	-11	-18	-10
O=C(CSc1nc2ccccc2n1S(=O)(=O)c1cccc([N+](=O)[O-])c1)NCc1cccs1	-18	1	1	-12	0	-6	-16	-11	0	-8	-9
CCOC(=O)c1c(C)n(CC(COC(C)=O)OC(C)=O)c2ccc(OC(C)=O)cc12 (stereo not drawn)	-6	-2	-16	6	20	-6	-14	-2	-4	5	-2
CCC(C)OC(=O)C(C)Oc1ccc(-c2ccccc2)cc1 (stereo not drawn)	1	-7	-6	19	4	-13	11	-3	3	0	1
CC(C)Oc1ccc(F)cc1-c1cc(C(=O)Nc2ccccc2)[nH]n1	-13	-43	8	-1	-28	-6	-6	-2	5	/	-39
Cc1cc(C)c(S(C)(=O)=O)c(Oc2cccc(C(F)(F)F)c2)n1	5	6	2	22	0	-14	-2	-4	-9	-1	16
COC(=O)c1cc(CSc2nnc(-c3ccccc3)c(-c3ccccc3)n2)oc1C	15	0	-3	12	6	3	62	6	12	14	1
O=C(COc1ccccc1Cl)N1CCc2ccccc2C1	-19	-33	10	-12	-7	-14	-16	-3	-4	-2	-18
C[C@H](O)[C@@H]1CN2CCc3c([nH]c4ccc(-c5ccc6c(c5)OCO6)cc34)[C@@H]2C[C@@H]1N(C)C(=O)NC1CCCCC1	-26	47	15	-10	42	30	43	-9	-11	-17	-2
COc1ccc(C(C(=O)NC2CCCCC2)N(C(=O)CCl)c2ccccc2Cl)cc1 (stereo not drawn)	17	44	95*	11	-13	-13	-2	6	4	30	15
COCCNC(=S)N(CCCN(C)C)Cc1cc2cc3c(cc2[nH]c1=O)OCCO3	-13	22	-4	10	10	3	-2	3	-5	-6	3
Cc1c(C(=O)OC(C)C(C)C[N+](C)(C)C)oc2ccccc12 (stereo not drawn)	0	-12	-4	5	-1	-12	-20	19	7	-7	-6
O=C(COC(=O)c1ccccc1Nc1cccc(C(F)(F)F)c1)NCc1ccco1	-33	32	18	18	-12	25	11	6	-10	-2	35
COc1ccc(Cl)cc1C(=O)N(Cc1nc(-c2cccc(C)c2)no1)C(C)C	-2	13	9	-7	-8	-20	10	9	-13	3	0
CCOC(=O)N1CCN(C(=O)CCN2C(=O)c3ccccc3S2(=O)=O)CC1	2	1	10	8	7	10	-15	2	-3	6	-3
CCOc1ccc(NC(=O)CN(C)C(=O)C2CCCC2)cc1OCC	-3	0	3	12	-2	2	12	-6	8	-3	4
N#C/C(=C\c1ccc[nH]1)C(=O)NC1CC1	-26	1	20	-2	-10	-13	-2	-8	-2	9	-30
c1ccc2nc3c(cc2c1)CCCCCC3	-2	-27	-6	2	-4	12	-2	2	6	-2	7
COc1ccccc1C(OC(=O)c1cccs1)C(=O)NCc1ccco1 (stereo not drawn)	-2	6	-7	5	6	4	3	11	-3	-1	7
O=C(Nc1ccncc1)c1cc(C2CCCCN2C(=O)CCCc2ccccc2)on1 (stereo not drawn)	7	28	20	14	2	33	9	25	1	/	9
Cc1cccc(NC(=O)CNC(=O)c2ccco2)n1	3	3	-5	2	-8	-23	-15	6	2	1	8
COC(=O)CCC[C@H]1CC2(C[C@H](CCCO[Si](C)(C)C(C)(C)C)N1C(=O)OC(C)(C)C)OCCO2	-11	1	21	-4	14	-8	28	-8	-6	7	14

Reprinted at random: three compounds from above
SMILES	NCOA1 inh	TWEAK-Fn14 inh	TRAIL sens C8	SRC3 inh	CF NFkB block	TROY signal inh	Shn3 3UTR inh	COUP-TFII inh	KKLEB tox	EBV LMP1 NFkB	LRH-1 inv ag
C[C@H](O)[C@@H]1CN2CCc3c([nH]c4ccc(-c5ccc6c(c5)OCO6)cc34)[C@@H]2C[C@@H]1N(C)C(=O)NC1CCCCC1	-26	47	15	-10	42	30	43	-9	-11	-17	-2
O=C(Nc1ccncc1)c1cc(C2CCCCN2C(=O)CCCc2ccccc2)on1 (stereo not drawn)	7	28	20	14	2	33	9	25	1	/	9
O=C(COC(=O)c1ccccc1Nc1cccc(C(F)(F)F)c1)NCc1ccco1	-33	32	18	18	-12	25	11	6	-10	-2	35

Remaining list, next part
SMILES	NCOA1 inh	TWEAK-Fn14 inh	TRAIL sens C8	SRC3 inh	CF NFkB block	TROY signal inh	Shn3 3UTR inh	COUP-TFII inh	KKLEB tox	EBV LMP1 NFkB	LRH-1 inv ag
O=P(CCNCc1ccco1)(c1ccccc1)c1ccccc1	2	-4	-6	12	8	9	2	7	-4	15	6
Cc1cccc(OCc2nnc(SCC(=O)Nc3ccc(N4CCOCC4)cc3)o2)c1	-1	-7	-3	-13	-14	-12	15	-6	-10	-3	7
COc1ccc(NC(=O)CCCCC(=O)Nc2ccc(OC)cc2)cc1	-18	-2	-16	-2	10	6	1	-2	4	-2	18
CCOc1ccc(N(CC(=O)Nc2cccc(F)c2)S(=O)(=O)c2c(C)noc2C)cc1	-18	11	19	15	5	-3	47	-23	-10	-2	-9
O=C(c1cc(-c2cccc(O)c2)on1)N1CCCCC1	-84	41	23	-101	-1	-27	-45	-30	10	-23	-133
COc1cc(C(=O)N/N=C/c2ccc(OC(=O)c3cccc(C)c3)cc2)ccc1O	-4	-3	33	-14	-27	51*	-19	4	12	-4	-4
Cc1ccccc1NC(=O)NCc1ccc2c(c1)OCO2	-14	-39	3	-14	2	-16	-29	-19	-2	6	-20
O=C(CCN1C(=O)/C(=C\c2ccccc2Cl)SC1=S)N1CCN(c2ccccc2)CC1	-12	39	8	12	4	-30	-15	9	8	4	10
COc1ccc(C(=O)NCC(=O)OCc2ccc(F)cc2)cc1	1	-5	-7	-4	7	-14	-4	11	7	3	11
Cc1cccc(CN2C(=O)c3ccccc3Sc3ccc(C(=O)NCCCN4CCOCC4)cc32)c1	10	21	0	10	33	-1	3	-13	-10	6	6
Cn1c(NC(=S)Nc2ccccc2)nc2ccccc21	-99	13	-2	-98	-28	-23	-87	-36	14	-8	-159
Nc1nonc1C(=O)NCCNC(=O)c1cccs1	-19	-21	-5	-16	13	-13	-14	-14	1	0	-13
CCN(CC)C(=O)C1=C(C)N(CCCN2CCCC2=O)C(=O)C(CC(=O)NCc2cccc3ccccc23)C1 (stereo not drawn)	8	-13	-3	8	3	6	-6	-2	5	-1	2
COCc1nnc(NC(=O)C2CC(=O)N(CCc3ccc(F)cc3)C2)s1 (stereo not drawn)	-5	-2	4	-1	5	7	1	-18	2	-7	2
Cn1c(=O)c2c(nc(N3CCN(Cc4ccccc4)CC3)n2CCCc2ccccc2)n(C)c1=O	20	2	-10	6	-19	19	62	-25	4	-15	20
C/C(=N/NC(=O)c1cc(-c2ccccc2)nc2c(Cl)cccc12)c1cccnc1	-20	18	7	-3	-29	-6	4	1	-17	/	-15
NC(=S)NN=C(c1ccc(F)cc1)C1CC1	-5	10	-13	3	-16	-2	-11	13	12	-3	38
CC(C)Oc1ccc(OCCn2c(S(=O)(=O)O)nc3c(N)ncnc32)cc1	14	6	-1	11	8	10	1	-12	-4	3	11
O=C(c1cc2cc(F)ccc2[nH]1)N1CCCC(Nc2ccc(F)cc2)C1 (stereo not drawn)	-46	2	4	1	-19	-8	16	4	-5	-3	-3
Cc1ccc(-c2nn(-c3ccccc3)cc2C=C2C(=O)CC(C)(C)CC2=O)cc1	-50	20	-4	-35	-26	-38	-27	-18	4	-17	-82
COc1ccc(S(=O)(=O)N(C)Cc2cccs2)cc1Br	-3	10	-23	12	-7	-7	4	5	8	-3	8
CNC(=O)c1cn(-c2ccc(Cl)cc2)c(=O)c2ccccc12	-18	-21	-8	7	-13	12	-16	-18	5	-1	17
O=c1cc(-c2c(F)c(F)c(F)c(F)c2F)oc2ccccc12	-6	6	77*	23	-7	66*	69	5	-6	-12	-3
